Screens as filed in PubChem BioAssay.
Redox H2O2 prof = compounds producing H2O2 with reducing agent – biochemical, NIH compound library profiling, artefact control for MLSCN library redox annotation, primary screen. DTT-dependent redox cycling H2O2, phenol red/HRP absorbance; 100% = 100 µM peroxide control, 0% = buffer. activation, % at 10 µM. hit rate 0.03% among 200,000. AID 878, 2007;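 active means activation of at least 50% relative to the plate's high and low controls in the primary single-dose screen; inactive means activation below 50%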;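 further: compound incubated with DTT at 0.8 mM final as the reducing agent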
G6PDH counter = L. mesenteroides G6PDH inhibitors, counter-screen for G6PDH-coupled screening assays, biochemical, Leuconostoc mesenteroides enzyme; glucose-6-phosphate dehydrogenase [Leuconostoc mesenteroides]; Purified L. mesenteroides G6PDH, diaphorase/resazurin coupled fluorescence, 45 min; inhibition, % at 5 µM; hit rate 0.12% among 200,000; AID 1020, 2008
PMI activator = activators of human PMI, primary screen, biochemical, fluorescence intensity, near-Km mannose 6-phosphate | hit rate 0.005% among 190,000 | purified human PMI, coupled resazurin fluorescence, 20 min; stronger effect = higher value; 1 = vehicle control, 0 substrate-free wells | activation factor at 20 µM | Mannose-6-phosphate isomerase (Homo sapiens), P34949;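 active means activation factor of 2 or more at 20 µM, relative to plate controls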
Target sequence (P34949 whole entry, looked up): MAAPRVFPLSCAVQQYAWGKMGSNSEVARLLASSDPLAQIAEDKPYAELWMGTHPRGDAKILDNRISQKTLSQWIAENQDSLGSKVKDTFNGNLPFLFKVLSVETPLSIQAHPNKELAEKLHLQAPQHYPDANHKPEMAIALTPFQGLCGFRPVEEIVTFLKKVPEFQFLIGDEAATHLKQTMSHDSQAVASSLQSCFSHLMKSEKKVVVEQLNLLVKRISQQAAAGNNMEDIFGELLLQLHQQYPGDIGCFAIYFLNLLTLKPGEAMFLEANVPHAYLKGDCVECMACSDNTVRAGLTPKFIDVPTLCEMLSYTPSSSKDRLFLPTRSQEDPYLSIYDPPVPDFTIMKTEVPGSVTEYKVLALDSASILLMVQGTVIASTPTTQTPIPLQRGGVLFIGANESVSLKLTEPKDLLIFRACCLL
Diaph act CS = compounds boosting diaphorase resazurin reduction – biochemical, uHTS, resorufin fluorescence, counter-screen for diaphorase-coupled primary assays, primary screen; hit rate 0.005% among 190,000; Diaphorase/resazurin coupled assay, 16 min; stronger effect = higher value; 1 = vehicle wells, 0 = NADH-free wells; activation factor at 20 µM; AID 1229, 2008;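 active means diaphorase activity raised at least twofold by the compound at 20 µM; inactive means activation factor below 2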
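Material: Clostridium kluyveri diaphorase, purified enzyme; Quantity: enzyme 0.07 U/mL final; Medium: HEPES pH 7.4 buffer with MgCl2 and Tween 20; Dosing: single compound dose of 20 µM, 1% DMSO final; Schedule: 16 min reaction at room temperature; Measured by: red resorufin fluorescence at 544/590 nm excitation/emission.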
S1P3 antag = S1P3 receptor antagonists, primary screen, cell-based. Sphingosine 1-phosphate receptor 3 (Homo sapiens), Q99500. CHO S1P3 NFAT-BLA reporter, FRET fluorescence, antagonist mode. inhibition, % at 4.98 µM. hit rate 0.27% among 170,000. AID 485, 2006;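 active means inhibition above the plate cutoff, the mean inhibition of test wells on that plate plus 3 SD, cut at about 28% in these data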;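 further: cells challenged with S1P at its EC80 of 0.8 µM; blue over green emission ratio from cleaved BLA substrate after 4 h stimulation; 0% = S1P-stimulated wells and 100% = unstimulated DMSO-only wells; some compounds past the cut are filed as inactive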
Target sequence (Q99500 whole entry, looked up): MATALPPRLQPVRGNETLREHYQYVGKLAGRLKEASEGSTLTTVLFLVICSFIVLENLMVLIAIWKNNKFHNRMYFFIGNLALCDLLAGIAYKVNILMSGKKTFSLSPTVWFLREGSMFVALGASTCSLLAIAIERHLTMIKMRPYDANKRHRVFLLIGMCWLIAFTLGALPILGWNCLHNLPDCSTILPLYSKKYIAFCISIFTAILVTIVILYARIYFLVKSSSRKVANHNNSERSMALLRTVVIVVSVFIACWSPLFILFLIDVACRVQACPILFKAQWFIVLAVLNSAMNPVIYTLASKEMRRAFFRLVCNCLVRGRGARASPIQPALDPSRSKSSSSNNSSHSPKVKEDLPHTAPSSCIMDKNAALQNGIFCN
TLR4-MyD88 BLA = inhibitors of TLR4-MyD88 association in cells, primary screen, cell-based, HeLa CL3-4, BLA complementation, FRET ratio. Toll-like receptor 4 (Homo sapiens) + Myeloid differentiation primary response protein …. HeLa CL3-4 TLR4/MyD88 BLA complementation. inhibition, % at 8.4 µM. hit rate 0.18% among 200,000; in the data active means inhibition above about 25%;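 further: 0% = vehicle and 100% = reference inhibitor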
Diaph inh CS = diaphorase inhibitors and chemical oxidizers, primary screen, counter-screen for diaphorase-coupled primary assays, biochemical, uHTS, resorufin fluorescence. hit rate 0.69% among 190,000. AID 1217, 2008. diaphorase resazurin-to-resorufin fluorescence, NADH, 16 min; bacterial (C. kluyveri) enzyme, not human. inhibition, % at 20 µM;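 active means primary screen inhibition at 20 µM above a set limit, cut at about 50% in these data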;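 further: plate controls were DMSO with full reaction for no effect and wells lacking NADH for full effect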
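Test system: bacterial diaphorase enzyme (C. kluyveri); Quantity: 0.14 U/mL diaphorase, enzyme working solution; Times: reaction incubation of 16 min at room temperature; Measured by: fluorescence of resorufin formed from resazurin, Ex 544/Em 590 nm; Benchmarks: positive control minus NADH, DMSO neutral control.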
RAM network inh = inhibitors of the yeast RAM network, primary screen, dse1pr::URA3 reporter, 5-FOA selection; S. cerevisiae dse1pr::URA3 reporter, 5-FOA growth OD615, 2 d; analog-sensitive cbk1-as2 kinase mutant strain; inhibition, % at 50 µM; hit rate 1.8% among 190,000; AID 868, 2007;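 active means inhibition above a set limit, 3 SD over mean compound inhibition, cut at about 8.4% in these data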;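 further: 0% = DMSO-only wells with no growth and 100% = 10 µM 1-NA-PP1 full growth; inhibition rescues growth on 5-FOA so higher OD means more RAM inhibition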
PMI act hi M6P = human PMI activators, high substrate, primary screen, biochemical, fluorescence intensity, near-saturating mannose 6-phosphate. activation factor at 20 µM. AID 1216, 2008. coupled PMI enzyme assay, resazurin fluorescence, 20 min; stronger effect = higher value; 1 = untreated enzyme, 0 = substrate-free blank. hit rate 0.34% among 190,000;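 active means activation factor of 2 or more at 20 µM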
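Technique: Diaphorase-driven resazurin-to-resorufin fluorescence, excitation 544, emission 590 nm | Assay system: Human PMI in coupled enzyme assay | Times: Enzyme reaction with compound 20 min at room temperature | Medium: HEPES-buffered pH 7.4 with magnesium and detergent | Reagent: Mannose-6-phosphate 1.0 mM (near-saturating) plus 0.22 mM NADP+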
Lmaj promast = Leishmania major promastigote growth inhibition, primary screen | Leishmania major promastigotes, resazurin fluorescence viability | inhibition, % at 10 µM | hit rate 9% among 200,000 | AID 1063, 2008;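 further: promastigotes grown with compound for 44 hours at 28 °C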
Hsp70 activator = Hsp70 transcriptional activators, primary screen, cell-based, HeLa, Hsp70 promoter luciferase, luminescence, 10 µM; HeLa Hsp70 promoter luciferase reporter; scaled: vehicle 0, proteasome-inhibitor control 100%; activation, % at 10 µM; hit rate 0.04% among 200,000; AID 1203, 2008;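 active means activation above the mean across all tested compounds plus 3 SD, cutoff set per campaign, cut at about 5.5% in these data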;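 further: 100% = MG132 at 30 µM as the positive control and 0% = DMSO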
The depositor's hits bear a star; · = no result given. Unless noted, no stated cut-off is given here; in the data, active means inhibition above about 50%; inactive means the rest. Random draw from the library, and some 12% of all compounds hit somewhere here.

no.	SMILES	Redox H2O2 prof	G6PDH counter	PMI activator	Diaph act CS	S1P3 antag	TLR4-MyD88 BLA	Diaph inh CS	RAM network inh	PMI act hi M6P	Lmaj promast	Hsp70 activator
1	CC(=O)c1ccc(N2CCN(C(=O)c3ccco3)CC2)c(F)c1	1.1	19	0.9	0.9	5	2	12	2.4	0.8	-5	0.3
2	CC1(C)OC(C)(C)/C(=C/Nc2ccccc2)C1=O	-0.5	2	1	0.9	-3	-1	10	-0.4	1	-9	-0.1
3	CCN(CC)c1ccc(C=Nc2ccc(N(C)C)cc2)c(O)c1	-0.5	14	0.7	0.7	·	4	27	-0.1	0.7	2	0.4
4	Cc1cccc(-c2ncc(CN3CCC(CO)(CCCc4ccccc4)CC3)cn2)c1	0.9	10	1	0.9	2	-13	14	1.4	1	16	-0.1
5	COCCn1c(SCC(=O)Nc2cc(C(C)(C)C)nn2-c2ccccc2)nnc1-c1ccncc1	-0.2	-11	1.1	0.9	-6	1	7	3.4	1.1	-3	-0.4
6	Cc1ccc(S(=O)(=O)/N=C(/Nc2ccccn2)c2ccc(Cl)cc2)cc1	1.1	9	1.2	1.1	·	0	-11	0.8	1.1	-2	-0.2
7	Cc1nc(C)c(C(=O)Nc2ncc([N+](=O)[O-])s2)o1	-0.8	1	0.9	0.8	-7	1	24	0.1	0.9	25	-0.5
8	N#CC1=C(N)SC(N)=C(C#N)C1c1c(Cl)cccc1Cl	0.2	41	1.3	0.8	-1	-8	24	2.2	0.9	9	-0.4
9	O=C(CSc1nnnn1-c1ccc(F)cc1)Nc1ccc(N2CCOCC2)c(Cl)c1	0.4	-4	0.9	0.9	·	-6	14	4.3	0.9	-2	-0.4
10	CCOC(=O)CN1C(=O)N[C@@H](c2ccccc2)C(C(C)=O)=C1C	-0.6	9	1	1	-13	-2	-2	1.3	1.1	3	-0.4
11	CC(C)(C)c1csc(SCC(=O)Nc2ccc(Cl)cn2)n1	4.3	10	1	0.9	·	-5	13	-0.7	1	15	0.2
12	Cc1oc2c(CN3CCOCC3)c(O)ccc2c(=O)c1-c1ccc(Br)cc1	1.9	-18	0.9	0.8	2	2	21	0.7	0.8	99*	-0.4
13	Cc1nn(-c2ccccc2)c(OC(=O)c2cccs2)c1S(=O)(=O)c1ccccc1	-0.5	2	1	0.9	18	-19	12	0.8	1.1	-9	-0.3
14	Cc1ccc(NC(=S)NN2CCOCC2)c(C)c1	-4.0	4	1.1	0.9	·	8	11	0.9	1	-1	0.0
15	CC(=O)c1ccccc1OCCOCCOc1ccccc1C(C)=O	-0.4	2	1	0.9	9	2	12	3.6	0.9	-9	-0.3
16	CC(NC(=O)C1(S(=O)(=O)c2ccc(Cl)cc2)CC1)c1ccccc1 (stereo not drawn)	-0.8	-9	0.9	0.9	5	2	6	0.3	1	0	-0.2
17	Cc1ccn2c(NC3CCCC3)c(-c3ccncc3)nc2c1	-0.6	7	0.9	0.9	-9	-6	15	2.0	0.8	89*	-0.1
18	Cn1c(N2CCCC2)nc2c1c(=O)n(Cc1cccc(F)c1)c(=O)n2C	-0.3	8	1	0.9	19	-5	10	4.8	1	0	0.3
19	O=C(CN1CCSCC1)N1CCc2[nH]c3ccc(Br)cc3c2C1	0.5	-23	0.8	0.7	15	-6	31	1.2	0.8	16	-0.2
20	COc1cccc(NC(=O)COc2nc3ccccc3nc2C)c1	0.2	4	1.1	1	-5	-12	3	1.3	1.1	-6	-0.3
21	Cc1cccc(C(=O)O/N=C2\CCS(=O)(=O)c3sccc32)c1	2.1	1	0.9	0.8	·	7	17	2.5	0.6	-7	-0.1
22	CC1CCN(C(=O)c2ccc3c(c2NCCO)C(=O)c2ccccc2C3=O)CC1	0.3	1	1	0.7	·	-13	25	1.1	1	37	-0.3
23	COc1ccc(/C=N/NC(=O)CN2CCSCC2)cc1C	0.7	5	1.1	0.9	-8	2	13	1.3	1.1	41	-0.3
24	C=CCNc1nc2c(c(=O)n(C)c(=O)n2C)n1CC	-0.9	2	1	1	-23	-17	-5	1.8	1.1	-6	-0.3
25	C(=C\c1ccccc1)/C=N/Nc1nc2ccccc2s1	-8.4	5	0.8	0.8	·	8	24	1.3	0.8	0	0.8
26	O=c1/c(=C\c2cc([N+](=O)[O-])cc([N+](=O)[O-])c2O)sc2nc3ccccc3n12	-0.8	-3	1.7	0.5	-8	-6	50*	4.3	2.4*	-8	0.1
27	NC(=O)C1(N2CCCCC2)CCN(CC(=O)Nc2ccccc2Sc2ccccc2)CC1	-3.5	4	0.9	0.8	·	4	16	1.3	0.9	-2	-0.4
28	COc1ccc(-c2nnc(SCC(=O)NC3CCCCC3)o2)cc1OC	-1.0	5	1	0.8	16	1	22	0.8	0.9	-4	-0.4
29	O=C(CCCN1C(=O)c2ccccc2C1=O)Oc1ccc(Cl)cc1	0.9	7	1	1	·	-2	-2	2.0	1.1	-1	-0.1
30	COc1ccc(C=O)cc1Cn1ccnc1C	-0.2	26	1.2	1	-8	-5	-5	1.9	1.1	-6	0.1
31	COCCn1nnnc1C(CC(C)C)N1CCN(c2nc3ccccc3s2)CC1 (stereo not drawn)	0.1	6	0.9	0.8	-1	-8	16	-0.2	0.9	46	-0.2
32	CC(C)OC(=O)C1CC=CCC1C(=O)Nc1ccc(Cl)cc1 (stereo not drawn)	-0.6	2	0.9	0.8	·	-4	16	0.9	0.9	-4	-0.2
33	COCCOC(=O)C1=C(C)N=C2SCCC(=O)N2C1c1cccc(Br)c1 (stereo not drawn)	-2.8	-1	1	0.9	-26	0	12	1.6	1	-6	-0.5
34	O=C(C(Cc1ccccc1)n1cccc1)N1CCN(c2ccccc2)CC1 (stereo not drawn)	-2.3	-1	1	0.9	·	-5	5	2.4	1	9	-0.3
35	COc1ccccc1-c1nnc(NC(=O)c2ccc3c(c2)OCO3)s1	-0.2	-8	1	0.9	-4	-13	6	0.9	1	0	0.2
36	CCCCC(=O)NC(=S)Nc1cccc(NC(=O)c2ccccc2)c1	0.1	12	0.8	0.9	-16	-2	10	6.2	0.9	98*	0.1
37	O=C(/C=C/NNC(=O)c1ccc(Br)cc1)c1ccccc1	-12	3	1.1	0.9	·	-5	14	0.0	1.1	-2	0.5
38	O=C(NCC(=O)N1CCC(N2CCCCC2)CC1)C1CCCCC1	2.4	14	0.8	0.9	-16	-10	11	2.0	0.9	0	0.1
39	O=C(c1cccc2c1C(=O)N(Cc1cccnc1)C2)N1CCN(c2ccccc2)CC1	1.1	2	0.9	1	-20	-2	4	1.3	1	0	-0.5
40	FC(F)(F)c1cccc(-c2noc(CN3CCOCC3)n2)c1	-9.3	-7	1.1	0.9	·	11	12	2.4	1	-7	-0.4
41	O=S(=O)(NCCCCCNS(=O)(=O)c1ccc(F)cc1)c1ccc(F)cc1	-0.5	1	1	1	-16	-6	-4	1.0	1	8	-0.3
42	CCc1ccc(NC(=O)c2ccccc2NC(=O)C2CCCO2)cc1 (stereo not drawn)	0.2	3	1.1	1	·	-11	-4	1.3	1.1	23	-0.2

An excerpt from above, showing only Diaph act CS, TLR4-MyD88 BLA and G6PDH counter:
No. | compound | Diaph act CS | TLR4-MyD88 BLA | G6PDH counter
28 | COc1ccc(-c2nnc(SCC(=O)NC3CCCCC3)o2)cc1OC | 0.8 | 1 | 5
34 | O=C(C(Cc1ccccc1)n1cccc1)N1CCN(c2ccccc2)CC1 (stereo not drawn) | 0.9 | -5 | -1
27 | NC(=O)C1(N2CCCCC2)CCN(CC(=O)Nc2ccccc2Sc2ccccc2)CC1 | 0.8 | 4 | 4
